Polio RdRp inh = poliovirus RNA polymerase inhibition; P03300; poliovirus polymerase elongation, fluorescence polarization; stronger effect = lower value; % elongation, % (compound at 16.7 µg/mL); 0.66% of 150,000 active; in the data active = % elongation below about 90%; note: some results filed as inactive read as strong as hits
Target sequence (P03300 1749-2209 limits assumed): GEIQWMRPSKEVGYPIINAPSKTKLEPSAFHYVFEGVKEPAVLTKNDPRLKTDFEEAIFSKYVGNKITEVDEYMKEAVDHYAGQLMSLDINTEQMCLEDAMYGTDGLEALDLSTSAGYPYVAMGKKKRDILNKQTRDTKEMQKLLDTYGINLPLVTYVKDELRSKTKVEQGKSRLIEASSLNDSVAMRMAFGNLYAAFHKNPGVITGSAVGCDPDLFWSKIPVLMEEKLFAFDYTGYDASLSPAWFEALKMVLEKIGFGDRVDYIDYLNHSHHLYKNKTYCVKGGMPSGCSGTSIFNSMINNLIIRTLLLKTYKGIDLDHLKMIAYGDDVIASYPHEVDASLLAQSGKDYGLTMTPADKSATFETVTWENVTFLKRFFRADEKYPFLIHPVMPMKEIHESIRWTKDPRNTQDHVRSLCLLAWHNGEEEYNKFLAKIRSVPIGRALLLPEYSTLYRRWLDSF
Polio RdRp inh FP z-score = second read-out of Polio RdRp inh, no call of its own (marks repeat the call); z-score; measured here: FP z-score; hits read low
The depositor's hits bear a star; & = joins results of further samples. Not all compounds are listed; count on the stated rates, not on these rows.

SMILES | Polio RdRp inh | Polio RdRp inh FP z-score
CCOc1cc(C(=O)OCC(=O)Nc2cccc(C)c2)ccc1OCC(=O)N1CCOCC1 | 105 | 0.3
N#CC(c1nc2ccccc2nc1N1CCOCC1)S(=O)(=O)c1ccccc1 (centres undefined) | 104 | 0.1
COCOC(=O)c1c(-c2ccccc2Cl)noc1C | 101 | -0.2
COc1cc(NC(=O)C2CCN(c3nc4ccccc4nc3C(F)(F)F)CC2)cc(OC)c1 | 109 | 0.4
Cc1ccc(S(=O)(=O)N2CCC(c3c(C)n(CC(=O)N4CCCC4)c4ccccc34)CC2)cc1C | 100 | -0.7
Cc1ccc(NC(=O)COc2ccc(-c3nn(C)c(=O)c4ccccc34)cc2)c(C)c1 | 106 | 0.6
COC(=O)c1nn(-c2ccccc2)c(=O)c2c(N)sc(C)c12 | 73* | -4.6*
CCOc1ccccc1-c1nc(Cn2c(=O)cc(C)c3c(C)nn(-c4ccccc4)c32)c(C)o1 | 108 | 0.5
O=C(NCc1ccco1)c1ccccc1NC(=O)C1CCCCC1 | 107 | 2
Cc1ccccc1Cn1cc(CCC(=O)NC(C)c2ccccc2)c2ccccc21 (centres undefined) | 109 | 0.5
O=C(CCSc1ccccc1)N1CCOCC1 | 101 | 0.2
CC(C)CCN1C(=O)C=CC1=O | 104 | 0.4
Cc1ccc(C2CC(c3cccs3)=NN2C(=O)CSc2ncnc3ccccc23)cc1 (centres undefined) | 104 | 0.9
Cc1cc(C)c2c(NC(=O)c3ccccc3Cl)c(C(=O)NCc3ccc(Cl)cc3)sc2n1 | 100 | -0.6
C=CCN1C(=O)CSC1=Nc1ccc(S(=O)(=O)Nc2nccc(C)n2)cc1 | 99 | -0.4
CCOc1ccc(S(=O)(=O)N2CCCC(C(=O)N3CCN(c4ccccc4)CC3)C2)cc1 (centres undefined) | 101 | -0.5
Cc1cc(C)c2c(n1)SCC(=O)N2CC(=O)Nc1cccc(C)c1C | 108 | 0.2
CCOC(=O)C1CCN(Cc2cc(Cl)c3ccccc3c2O)CC1 | 102 | -0.1
Cc1cc(NC(=O)NNc2ccccc2)no1 | 105 | 0.9
CN(C)S(=O)(=O)c1ccc(C(=O)NCCN2C(=O)CSC2=O)cc1 | 105 | 0.2
CN1CCN(C2=Nc3ccccc3Oc3ccc(Cl)cc32)CC1 | 99&102 | -0.1&0.3
CC1=NN(C2(C#N)CCCCC2)C(c2ccccc2)C1 (centres undefined) | 107 | 2.2
COc1ccccc1-c1nnc2ccc3ccccc3n12 | 102 | 0.2
C/C(CC(O)c1ccc2ccccc2n1)=N/O (centres undefined) | 101 | 0
COc1cccc(N2C(=O)CC(Sc3nnc(C)s3)C2=O)c1 (centres undefined) | 101 | -0.1
O=S(=O)(Cc1ccccc1)NNc1ccccc1 | 101 | 0.1
O=C(c1ccc2c(c1)N(Cc1cccc(Cl)c1)C(=O)c1ccccc1S2=O)N1CCCCC1 (centres undefined) | 101 | 0.2
Cc1ccc(NC(=O)CSCc2cnn(-c3ccccc3)c2-n2cccc2)c(C)c1 | 112 | 0.5
Cc1nn(-c2ccccc2)c(OC(=O)c2ccc(Cl)cc2)c1S(=O)(=O)c1ccccc1 | 109 | 0
C#CCSc1nccc(-c2cc(-c3ccc(Cl)cc3)no2)n1 | 100 | -0.3
O=C(c1csc2c1CCCC2)N1CCc2ccccc21 | 101 | -0.7
O=C(NCCO)c1cccc(Cl)c1 | 97 | -1.2
O=C(NC1CCCCCCC1)c1cccn2c(=O)c3cc(Br)ccc3nc12 | 103 | 0.5
NC(=O)C1CCN(C(=O)CSc2ncccn2)CC1 | 104 | 0.6
CC(C)c1ccc(Nc2nnns2)cc1 | 99 | -0.6
N=C1C(c2nc3ccccc3c(=O)[nH]2)=C(O)CN1Cc1ccccc1 | 106 | 1.5
CCn1c(C(=O)OC)cc2oc(C)cc21 | 102 | 0.1
COCCNC(=O)c1ccccc1NC(=O)c1ccc(F)cc1 | 101 | 0.5
O=C(c1cnc2n(c1=O)CCS2)N1CCN(C(c2ccccc2)c2ccc(Cl)cc2)CC1 (centres undefined) | 99 | -0.3
O=C(OC(c1ccco1)c1nccc2ccccc12)c1ccccc1 (centres undefined) | 103 | 0.3
CN(C)c1ccc(C(CNS(=O)(=O)c2ccc(Br)cc2)N2CCCC2)cc1 (centres undefined) | 98 | -1.1
COc1ccc(OC)c(Nc2c3c(nc4ccccc24)CCC3)c1 | 103 | -0.1
O=C(CO/N=C\c1ccccc1)Nc1ccccc1C(=O)O | 101 | 0.3
O=C(CN1CCN(Cc2ccc(Cl)cc2)C1=O)NCc1ccc(F)cc1 | 99 | -1.2
CC(C)Oc1ccc(CNCCC(c2ccccc2)c2ccco2)cc1 (centres undefined) | 101 | -0.2
O=C1c2ccccc2C(=O)N1CC1COc2ccccc2O1 (centres undefined) | 103 | -0.2
CN(C1CCCCC1)S(=O)(=O)c1ccc(CN2C(=O)c3cccnc3C2=O)cc1 | 102 | -0.4
CCOc1ccc(C(=O)N2CCN(Cc3cc(=O)n4nc(-c5cccc(OC)c5)sc4n3)CC2)cc1 | 112 | 1.1
Cc1ccc(C)c(NC(=O)CN2C(=O)C3CC=CCC3C2=O)c1 (centres undefined) | 97 | -0.6
COC(=O)n1c(SC)nc2ccccc21 | 99 | -0.2
The list continues:
SMILES | Polio RdRp inh | Polio RdRp inh FP z-score
CN1/C(=C\C=N\O)C(C)(C)c2ccccc21 | 106 | 0.5
O=S(=O)(c1ccc2c(c1)CCO2)N1CCCN(c2nccc(C(F)(F)F)n2)CC1 | 102 | 0
CS(=O)(=O)N(CC(=O)NCc1ccccc1)c1cc(C(F)(F)F)ccc1Cl | 102 | 0.1
Cc1cccc(Nc2nnc(-c3ccc(C)c(S(=O)(=O)N4CCOCC4)c3)c3ccccc23)c1 | 103 | -0.3
c1csc(CNC2CC2)c1 | 103 | 0.4
CC(=NCCN1CCN(C(=O)c2ccccc2)CC1)c1c(C)[nH]n(-c2nc3ccccc3s2)c1=O | 100 | -0.3
CSc1cccc(NC(=O)N2CCN(S(=O)(=O)c3ccc4c(ccn4C)c3)CC2)c1 | 110 | 0.8
COC(=O)c1ccccc1NC(=O)CSc1nc2ccsc2c(=O)n1-c1ccc(C)c(C)c1 | 102 | 0
O=C(CC1NCCNC1=O)Nc1cccc(F)c1 (centres undefined) | 99 | -1.6
COc1ccccc1C(=O)Nc1c(C(=O)Nc2ccccc2F)oc2ccccc12 | 96 | -2.7
Cc1cccc(NC(=O)c2c(NC(=O)c3ccco3)sc3c2CCC(C)C3)c1 (centres undefined) | 103 | 0.1
CCOc1ccccc1NC(=O)C1CCN(S(=O)(=O)c2ccc(Br)cc2)CC1 | 107 | 0.4
CCN(c1ccccc1)S(=O)(=O)c1ccc2c(c1)CC(C)N2C(=O)C1CC1 (centres undefined) | 104 | 1.1
N#CC1=C(N)C(C#N)(C#N)C(c2ccccc2)C2CNCC=C12 (centres undefined) | 116 | 1.5
CNc1c(NC(=O)c2ccco2)c(=O)oc2ccccc12 | 101 | 0.2
COCCn1c(N)c(NCc2ccccc2)c(=O)n(CC(=O)Nc2cc(C)ccc2C)c1=O | 105 | 0.4
COc1ccc(Cn2c(=O)c3oc4ccccc4c3n(Cc3cccc(C)c3)c2=O)cc1 | 101 | -1.1
CCCn1c(SCc2cc3c(cc2Br)OCCO3)n[nH]c1=O | 98 | -0.5
C[C@H](N)C(=O)N[C@@H](C)C(=O)N[C@@H](Cc1ccccc1)C(=O)CCl | 104&102 | 1.2&0.6
Cn1c(N)c(C(=O)CN2C(=O)c3ccccc3S2(=O)=O)c(=O)n(C)c1=O | 102 | 0.1

Filtered by structure, the compounds so far with a Cl atom.
SMILES | Polio RdRp inh | Polio RdRp inh FP z-score
COCOC(=O)c1c(-c2ccccc2Cl)noc1C | 101 | -0.2
Cc1cc(C)c2c(NC(=O)c3ccccc3Cl)c(C(=O)NCc3ccc(Cl)cc3)sc2n1 | 100 | -0.6
CCOC(=O)C1CCN(Cc2cc(Cl)c3ccccc3c2O)CC1 | 102 | -0.1
CN1CCN(C2=Nc3ccccc3Oc3ccc(Cl)cc32)CC1 | 99&102 | -0.1&0.3
O=C(c1ccc2c(c1)N(Cc1cccc(Cl)c1)C(=O)c1ccccc1S2=O)N1CCCCC1 (centres undefined) | 101 | 0.2
Cc1nn(-c2ccccc2)c(OC(=O)c2ccc(Cl)cc2)c1S(=O)(=O)c1ccccc1 | 109 | 0
C#CCSc1nccc(-c2cc(-c3ccc(Cl)cc3)no2)n1 | 100 | -0.3
O=C(NCCO)c1cccc(Cl)c1 | 97 | -1.2
O=C(c1cnc2n(c1=O)CCS2)N1CCN(C(c2ccccc2)c2ccc(Cl)cc2)CC1 (centres undefined) | 99 | -0.3
O=C(CN1CCN(Cc2ccc(Cl)cc2)C1=O)NCc1ccc(F)cc1 | 99 | -1.2
CS(=O)(=O)N(CC(=O)NCc1ccccc1)c1cc(C(F)(F)F)ccc1Cl | 102 | 0.1
C[C@H](N)C(=O)N[C@@H](C)C(=O)N[C@@H](Cc1ccccc1)C(=O)CCl | 104&102 | 1.2&0.6

Following part:
SMILES | Polio RdRp inh | Polio RdRp inh FP z-score
CCN(CC)C(=O)COc1ccccc1C(=O)NCc1ccccc1 | 102 | -0.1
Nc1ccc2c(c1)ncn2C1CCCCC1 | 85* | -4.6*
NNC(=O)c1ccc(OCC(O)CO)cc1O (centres undefined) | 109 | 0.8
CC1(C)CSC(Nc2ccccc2Cl)=N1 | 102 | 0
CN1c2ccccc2C(=O)NC1C1CC=CCC1 (centres undefined) | 109 | 0.6
CCOC(=O)Cc1cc(=O)[nH]c(=O)[nH]1 | 100 | -0.4
CNC(=O)C12N=CNN=C1N(C)C(=O)N2C (centres undefined) | 105 | 0.7
CSC1=N/C(=C\c2c(C)nn(-c3ccccc3)c2Cl)C(=O)S1 | 101 | -0.3
Cc1ccccc1CNC(=O)CCCn1ncn2c(cc3occc32)c1=O | 106 | 0
Cc1c(-c2ccccc2)c(=O)oc2c(CN3CCN(C)CC3)c(O)ccc12 | 95 | -1.2
CCc1cc(C(=O)Nc2cnn(Cc3ccccc3C)c2)no1 | 104 | 0.2
CC1CCC(C(C)C)C(OC(=O)Cn2nnc3c(cnn3-c3ccccc3)c2=O)C1 (centres undefined) | 102 | 0.3
Cn1c(SCC#N)nnc1-c1ccccc1 | 100 | -1
CC1C=CCC2C(=O)N(c3cccc(Cl)c3)C(=O)C12 (centres undefined) | 100 | -0.3
CCOc1ccccc1C=Nc1ccc(S(=O)(=O)N2CCc3ccccc32)cc1 | 108 | 0.5
CCC(=O)Nc1nonc1-c1ccc(C)cc1 | 104 | 0.9
O=C(NCC(c1ccco1)S(=O)(=O)c1ccccc1)Oc1ccccc1 (centres undefined) | 102 | 0
COc1ccccc1NC(=O)C1=C(C)Nc2nc(SCc3ccccc3Cl)nn2C1c1ccncc1 (centres undefined) | 104 | -0.1
Cc1c(C(=O)NCCC(C)C)oc2ccc(Br)cc12 | 106 | 0.4
CCOC(=O)c1sc(NC(=O)CSc2ncccn2)nc1C | 102 | -0.1

5 entries drawn at random from the list so far, as already listed:
SMILES | Polio RdRp inh | Polio RdRp inh FP z-score
Cn1c(SCC#N)nnc1-c1ccccc1 | 100 | -1
CC1CCC(C(C)C)C(OC(=O)Cn2nnc3c(cnn3-c3ccccc3)c2=O)C1 (centres undefined) | 102 | 0.3
COc1ccccc1NC(=O)C1=C(C)Nc2nc(SCc3ccccc3Cl)nn2C1c1ccncc1 (centres undefined) | 104 | -0.1
CC1C=CCC2C(=O)N(c3cccc(Cl)c3)C(=O)C12 (centres undefined) | 100 | -0.3
CCOc1ccccc1C=Nc1ccc(S(=O)(=O)N2CCc3ccccc32)cc1 | 108 | 0.5

The results go on.
SMILES | Polio RdRp inh | Polio RdRp inh FP z-score
NC1=NC(=Nc2cccc(C(F)(F)F)c2)c2ccccc21 | 105 | 0.8
Cc1cc(C(=O)CSc2nncs2)c(C)n1CC(F)(F)F | 102 | 0
C/C(=N\N)c1cc(C(=O)NN)c(=O)[nH]c1C | 101 | 0
CC(C)CCNC(=O)c1cccc(S(=O)(=O)NCc2ccccc2)c1 | 102 | 0
CC(=O)N1c2ccc(S(=O)(=O)NCC3CCC(C(=O)Nc4cccc(C)c4C)CC3)cc2CC1C (centres undefined) | 116 | 0.2
Cc1cc(C)c2oc(C(=O)Nc3nc4ccc(Cl)cc4s3)cc(=O)c2c1 | 99 | -1.6
Cn1c(C(=O)O)c(CNCCc2ccco2)c2ccccc21 | 100 | -0.3
CCC(CC)C(=O)OCc1cc(=O)n2nc(C3CC3)sc2n1 | 106 | 0
CC(C(=O)N1CCCCC1)N(C)CC(=O)Nc1ccc(Cl)c(C(F)(F)F)c1 (centres undefined) | 99 | -0.5
Cc1ccc(S(=O)(=O)NCCc2csc3nc(-c4ccccc4F)nn23)cc1C | 108 | 0.5
CN(C)c1ccc(/C=N/S(=O)(=O)c2cccs2)cc1 | 54 | -14
Cc1ccc(/C=N/n2cnnc2)c(C)c1 | 101 | -0.2
c1cc(CSC2=NCCS2)nc(CSC2=NCCS2)c1 | 99 | -0.5
CCOC(=O)c1c(S(=O)(=O)Nc2ccc(Cl)cc2)c(C)n(-c2ccccc2)c1C | 103 | -0.2
C[C@]12CCC(=O)C[C@H]1CC(=O)[C@@H]1[C@@H]2CC(=O)[C@]2(C)CCC[C@@H]12 (tested in a mixture with another compound) | 99 | -0.1
CC1CC(c2ccccc2)n2ncnc2N1 (centres undefined) | 110 | 0.7
O=C(CNC(=O)c1ccccc1Cl)Nc1ccc(S(=O)(=O)N2CCOCC2)cc1 | 102 | -0.2
COc1ccc(-c2nc(COc3ccc(Cl)cc3Cl)no2)cc1 | 101 | -0.5
Cc1ccc2oc(=O)c3cc(C(=O)NCc4cccs4)sc3c2c1 | 106 | 1.8
COc1ccc(NC(=O)Cn2c(=O)n(Cc3ccco3)c(=O)c3cc(OC)c(OC)cc32)cc1 | 112 | 1.1
O=C(CSc1nc(-c2ccccc2)[nH]c1-c1ccc(F)cc1)NC1CCCC1 | 109 | -0.8
Cc1ccc(NC(=O)CC2Nc3ccccc3NC2=O)cc1C (centres undefined) | 103 | -0.7
Cc1c(Cl)cccc1N1CC(C(=O)O)CC1=O (centres undefined) | 101 | -0.2
Cn1c(COc2ccccc2Br)nc2ccccc21 | 100 | -0.3
Nn1c(SCc2nnc(-c3ccccc3)o2)nnc1-c1ccncc1 | 102 | -0.3
NC(=O)CSc1nnc(-c2ccccc2)o1 | 106 | 1.3

Screening data: PubChem BioAssay, ICCB-Longwood Screening Facility, Harvard Medical School
